Pf Dd2 inh = qHTS Primary assay for Inhibitors of Plasmodium falciparum Dd2 growth in vitro. P. falciparum Dd2 growth, SYBR Green, 72 h. Potency, µM (series often up to 28.9 µM), without a hit: at the highest dose activity, negative = inhibition, hits mostly inhibitors. 4.3% of 120,000 active; active means well fitted inhibition curve with a large enough effect; inconclusive means small, poorly fitted or top-dose-only effect; inactive means no such curve, though single readings can be large or run the other way;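 further: plate controls were DMSO vehicle for no effect and reference drug for full effect; nearly all actives have a fitted effect of over 65% in size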
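Readout: SYBR Green fluorescence, 485 nm excitation, 535 nm emission, after ~16 h lysis at 37C. Before that, Dd2-infected red cells (2.5% hematocrit) grew 72 h with compound, 29 uM top final concentration.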
* = called active by the depositor; i = inactive; ? = inconclusive; [ ] = remark or other dose. Potency means the concentration at half of the fitted maximal effect.

Preview (four entries):
SMILES | Pf Dd2 inh
O=C(N[C@@H]1CN(Cc2c(F)cccc2F)C[C@H]1CO)c1cccnc1 | 7.6%
CC(C)C[C@@H]1N[C@H](C(=O)NCc2ccccc2)Cc2cn(Cc3cccnc3)c3cccc1c23 | -6.6%
CCOc1ccc(CC(=O)NC2CCN(c3cc(-c4ccccc4)[nH]n3)CC2)cc1 | -5.0%
CCOc1ccc(NC(=O)CSc2nc(-c3cccs3)cc(C(F)(F)F)c2C#N)cc1 | 16.9%

The whole of this part, repeating the preview:
SMILES | Pf Dd2 inh
O=C(N[C@@H]1CN(Cc2c(F)cccc2F)C[C@H]1CO)c1cccnc1 | 7.6%
CC(C)C[C@@H]1N[C@H](C(=O)NCc2ccccc2)Cc2cn(Cc3cccnc3)c3cccc1c23 | -6.6%
CCOc1ccc(CC(=O)NC2CCN(c3cc(-c4ccccc4)[nH]n3)CC2)cc1 | -5.0%
CCOc1ccc(NC(=O)CSc2nc(-c3cccs3)cc(C(F)(F)F)c2C#N)cc1 | 16.9%
CCOC(=O)c1ccccc1NC(=O)CN1C(=O)NC2(CCCCC2)C1=O | -10.7%
O=C1CC(c2ccccc2)N(C(=O)CNC(=O)NCc2ccccc2)CCCCCN1 (stereo not drawn) | -7.1%
O=C1CC(c2ccccc2)N(C(=O)C2CC2)CCCN(C(=O)c2ccoc2)CCN1 (stereo not drawn) | 4.1%
COc1cccc(S(=O)(=O)N2CCC3(CC2)CC(OC)CCO3)c1 (stereo not drawn) | 23.7%
O=C(Nc1ccc(OC(F)(F)F)cc1)c1nc2ccccc2nc1N1CCCCC1 | i
CCOc1ccc(CNC(=O)C2CCCCN2S(=O)(=O)c2ccc(F)cc2)cc1OC (stereo not drawn) | 25.7%
C[C@@H](c1ccccc1)N1C(=O)[C@@H]2CN(S(=O)(=O)c3cccs3)CCN2C1=O | ?
COCC1CCCN(C(=O)c2cc(Cn3c(C)nc4ccccc43)[nH]n2)C1 (stereo not drawn) | ?
Cc1ccc(-n2ncc3c(N4CCCCC4)ncnc32)cc1 | 7.0%
CCc1ccc(NC(=O)Cn2c(C)cc3nc4n(c(=O)c32)CCCCC4)cc1 | -26.7%
COC1CCN(CC2CCCCCN2)CC1 (stereo not drawn) | i
CNC(=O)[C@@H]1C[C@H](Oc2cccnc2)CN1C(=O)CN1CCCCCC1 | 15.4%
COc1ccc(CN2CCc3nc(N4CCN(c5ccc(F)cc5)CC4)ncc3C2)c(OC)c1OC | 11.2µM*
Cc1cccc(C)c1-n1ncc(C(=O)N2CCN(c3ccccn3)CC2)c1C1CCN(C(=O)OC(C)(C)C)CC1 | ?
COc1ccc(Nc2nc3c(S(=O)(=O)c4ccccc4)nnn3c3ccc(Cl)cc23)cc1OC | 6.7%
CC(=O)N1Cc2ccccc2CC2(CCCN(CCc3ccc(C)cc3)C2)C1 (stereo not drawn) | ?
O=C(O)[C@@H]1CN(C(=O)CCCc2cn[nH]c2)C[C@H]1c1ccc2c(c1)OCO2 | 3.3%
CC1=NOC2(CCN(Cc3cccc4ccccc34)C2)C1 (stereo not drawn) | i
O=C(Cc1cccs1)N1CCCC(Cc2nncn2CC2CC2)C1 (stereo not drawn) | -9.8%
COc1cccc(CN2CCC(Oc3ccc(-c4noc(C5CC5)n4)cc3)C2)c1 (stereo not drawn) | ?
CCN(CC)C(=O)N1CCCN(S(C)(=O)=O)C(c2ccccc2)CC(=O)NCC1 (stereo not drawn) | 5.6%

Quoted at random: two entries already listed
SMILES | Pf Dd2 inh
CCOc1ccc(CC(=O)NC2CCN(c3cc(-c4ccccc4)[nH]n3)CC2)cc1 | -5.0%
O=C(Cc1cccs1)N1CCCC(Cc2nncn2CC2CC2)C1 (stereo not drawn) | -9.8%

(next part)
SMILES | Pf Dd2 inh
CN1C(=O)CO[C@H]2CN(Cc3cccnc3)C[C@H]21 | 15.3%[44.1 µM]
COC(=O)[C@@H]1Cc2nc[nH]c2CN1Cc1ccc(OC)c2ccccc12 | ?
CCc1cnc(N2CCC3(CC2)C(=O)Nc2cc(OC4CCCC4)c(OC)cc23)nc1 | i
Cc1cc(C)c(NC(=O)Cn2cnc3c(oc4ccccc43)c2=O)c(C)c1 | 7.1%
O=C(COc1ccc(F)cc1)N1CCC(Cc2nncn2Cc2ccccc2)C1 (stereo not drawn) | i
COCCNC(=O)[C@H]1CCC[C@H]1NC(=O)c1cnc(C)cn1 | 22.5%
CCOC(=O)c1ccc(NC(=O)Cn2ccn3nc4c(c3c2=O)CCCCC4)cc1 | -3.9%
CCS(=O)(=O)c1ccc2oc([C@H]3CCN(C(C)C)C3)nc2c1 | ?
CCN(CC)Cc1cnc2c(C(=O)NCC(C)c3ccccc3)cnn2c1 (stereo not drawn) | ?
O=C(NC1CCCC1)c1ccc2c(c1)N(Cc1ccccc1Cl)C(=O)c1ccccc1S2 | -9.1%
Cc1ccc(-n2ncc(C(=O)NCCN3CCN(C)CC3)c2C2CCN(C(=O)OC(C)(C)C)CC2)cc1 | ?
Cc1ccccc1-c1nc(N2CCOCC2)cc2c1CN(Cc1cnn(C)c1)C2=O | i
O=C(CN1C(=O)C2(SCC(=O)N2c2cccc(F)c2)c2ccccc21)NCc1ccccc1Cl (stereo not drawn) | ?
Cc1ccccc1-c1noc(-c2ccc(NCc3ccco3)c([N+](=O)[O-])c2)n1 | 15.5%
Cc1ccc(S(=O)(=O)c2cn(CC(=O)Nc3ccccc3C)c3cc4c(cc3c2=O)OCO4)cc1 | i
COCCn1cc(CN(C)Cc2ccccc2)ccc1=O | 2.6%
COc1ccc(Nc2cc(C(=O)NCc3cccs3)c3ccccc3n2)cc1 | -11.6%
CCn1nc(C)c(CCC(=O)NC2CCCc3c2[nH]c2c(Cl)cccc32)c1C (stereo not drawn) | i
CCOc1ccc(C2c3c(oc4cc(C)c(C)cc4c3=O)C(=O)N2c2ccccn2)cc1 (stereo not drawn) | -7.5%
CCCc1nnc(NC(=O)Cc2coc3c(C)c(C)ccc23)s1 | -17.6%
CC(=O)NCCC1CCN(C(=O)Nc2ccc(C)cc2)CC1 | -12.5%
Cc1ccc(CNC(=O)N2CCC3(CC2)CC(C(=O)N2CCOCC2)N(C)C3)cc1 (stereo not drawn) | ?
O=C(NCCC1CCN(C(=O)Nc2cc(F)ccc2F)CC1)c1ccccc1 | -13.1%
COc1ccc(-c2cc(N3CCCC(NC(=O)c4sccc4C)C3)n[nH]2)cc1 (stereo not drawn) | ?
COc1cccc(CNC(=O)CCCn2ncn3c(cc4occc43)c2=O)c1 | i
The listing continues:
SMILES | Pf Dd2 inh
CCc1cccc(NC(=O)CC2CCCN(c3cnn(CC4CC4)c(=O)c3)C2)c1 (stereo not drawn) | -1.8%
Cn1c(=O)n(Cc2ccccc2Cl)c(=O)c2c1nc1n2CCN1c1ccccc1 | 18.6%
COc1cccc(C(c2sc3nc(-c4ccco4)nn3c2O)N2CCN(C)CC2)c1 (stereo not drawn) | -9.5%
COc1cccc(Nc2ncc3c(n2)C(C)(C(=O)NCCCn2ccnc2)CC3)c1 (stereo not drawn) | i
O=C(Nc1ccc2c(c1)OCCO2)N1[C@H]2CC[C@@H]1c1cncnc1C2 | -2.7%
CN1[C@@H](CCC(=O)Nc2ccccc2)CNC(=O)[C@@H]2[C@H]1CCN2Cc1ccc(C(F)(F)F)cc1 | i
Cc1nn2c(c1-c1ccccc1-c1ccccc1)N(CC1CC1)CCC2 | 0.316µM*
CCc1ccccc1NC(=O)CN1C(=O)COc2ccc(S(=O)(=O)Nc3ccccc3)cc21 | -15.6%
Cn1nccc1C(=O)N1CCC(N2C[C@H](O)C[C@H]2C(=O)NC2CCCCC2)CC1 | -14.4%
CCN1CCN(C(=O)C2CCc3ncc(-c4ccsc4)n3C2)CC1 (stereo not drawn) | i
CNCc1cccnc1 | -6.4%[44.1 µM]
CCOc1ccccc1N(CC)C(=O)Cn1ncc2c([nH]c3ccccc32)c1=O | -4.3%
Cc1cccc(C)c1-n1ncc(C(=O)NCCN2CCOCC2)c1C1CCN(C(=O)OC(C)(C)C)CC1 | ?
CC(=O)NCCC(=O)N1CCC2(CC1)CN(C(=O)NC(C)C)CCO2 | 9.0%
CC(C)c1ccc(NC(=O)Cn2c(=O)n(Cc3nc(-c4ccccc4)no3)c(=O)c3cc4c(cc32)OCO4)cc1 | -7.7%
O=C(Cn1cccc1-c1nc(-c2ccccc2)no1)Nc1ccccc1F | 3.98µM*
Cc1csc(NC(=O)c2nc(C(O)c3cccc(O)c3)oc2C)n1 (stereo not drawn) | ?
COCCN1C(=O)CC[C@]2(C(=O)NCc3cccc(OC)c3OC)CCCC[C@@H]12 | ?
CCCCc1nc(C)cc(NCCn2ccc3[nH]c(=O)c(C#N)cc3c2=O)n1 | ?
CCc1ccc(NC(=O)C2CCCN(S(=O)(=O)c3ccc4c(c3)CCCN4C(C)=O)C2)cc1 (stereo not drawn) | ?
COc1ccc(CCNC(=O)CCCn2c(=O)c3ccccc3n(CC(=O)Nc3cccc(C)c3)c2=O)cc1OC | 10µM*
CCSc1ncc(CN2CC[C@@H](NC(=O)c3cnccn3)[C@H](O)C2)cn1 | -10.4%
CCS(=O)(=O)c1nc(S(=O)(=O)c2ccc(C)cc2)c(NCc2ccc(Cl)cc2)s1 | ?
Cc1ncsc1CN1CCCOCCNC(=O)[C@@H]2CCCC[C@@H]21 | 4.3%
CNC(=O)[C@@H](c1ccc(Cl)cc1)N1CCC[C@H]1C(=O)NC(C)(C)C | -11.6%[44.1 µM]
(further entries)
SMILES | Pf Dd2 inh
CN(c1ccccc1)c1cc(=O)c2ccnc(NCc3cnccn3)c2o1 | -0.5%[44.1 µM]
N#Cc1ccc(CN2CCC3(CC2)NC(=O)c2ccccc2O3)cc1 | -0.4%[44.1 µM]
Cc1ccsc1C(=O)N1CC(Oc2ccccc2-c2nc(-c3cnccn3)no2)C1 | ?
COCCNC(=O)[C@H]1C[C@H](Oc2cccnc2)CN1C(=O)NC1CCCCC1 | -2.6%
O=C1COc2ccc(N3CCOCC3)nc2CN1Cc1ccc(F)cc1 | i
CCOc1ccc(CNS(=O)(=O)c2ccc3[nH]c(=O)ccc3c2)cc1 | 7.5%
CC(=O)Nc1ccc(NC(=O)CCCc2nc(-c3ccc(C(C)(C)C)cc3)no2)cc1 | -7.7%
COCC1CN(C)CC12CCN(C(=O)CCc1ccccc1OC)CC2 (stereo not drawn) | ?
COCCNC(=O)C[C@@H]1C[C@H]2O[C@H](CNCc3cnccc3Cl)[C@@H](O)[C@H]2O1 | -22.9%[44.1 µM]
Cc1oc2ncn(C)c(=O)c2c1C(=O)N1CCN(c2ccccc2)CC1 | 14.3%
Cc1nn(CCCC(=O)Nc2cccc(F)c2)c(=O)c2c1sc1ccccc12 | -20.2%
O=C(NC[C@H]1Cn2ccnc2CO1)c1ccccc1 | 21.2%[44.1 µM]
Cc1cccc(-n2cc(CN(C)C(C)c3ccon3)c(-c3cccc(F)c3)n2)c1 (stereo not drawn) | ?
COc1ccccc1N1CCN(C(=O)Cn2c(=O)n3nc(-c4cccc(C)c4)nc3c3ccccc32)CC1 | 21.4%
O=C(NCCc1ccccc1)c1nnc(Cc2cccc(F)c2)o1 | -26.0%[0.594 µM]
Cc1ccc(C(=O)N[C@@H]2CN(Cc3ccncc3)C[C@H]2CN(C)C)cc1C | ?
Cc1ccc(CCNC(=O)CN(c2cc(C)cc(C)c2)S(=O)(=O)c2c(C)noc2C)cc1 | -27.3%
COc1ccc(-n2c(=O)c3c(c4cc(OC)ccc4n3C)n(Cc3cccc(C)c3)c2=O)cc1 | ?
COc1ccccc1Cn1c(CNS(=O)(=O)c2ccc3c(c2)CCCC3)nc2cccnc21 | ?
Cc1ccc(Cn2c(=O)n(-c3ccc(C)cc3)c(=O)c3c2c2cc(C)ccc2n3C)cc1 | 2.7%
CC(C)C(NC(=O)c1cccc(C#N)c1)C(=O)N1CCN(c2ccccn2)CC1 (stereo not drawn) | i
O=C(c1cccnc1)N1CC2CC(C1)[C@H]1CCCC(=O)N1C2 (stereo partly drawn) | 4.4%
Cc1cccc(CN2CCCC(O)(CNCc3ncccc3C)C2=O)c1 (stereo not drawn) | ?
CN1CCN(Cc2ccc(Nc3ncc(-c4cccnc4)c4c3OCC4)cc2)CC1 | 10µM*
COc1cc(OC)cc(C(=O)Nc2cccc(-c3nnc4n3CCCC4)c2)c1 | ?
The results go on:
SMILES | Pf Dd2 inh
CN(C)C(=O)NCc1cc2n(n1)CCN(Cc1cn[nH]c1-c1ccccc1)C2 | -0.9%
CN(C)c1cc(N2CCCC(NC(=O)Cc3ccccc3)C2)ncn1 (stereo not drawn) | 29.6%[5.79 µM]
Cc1ccc(-c2nc(SCC(=O)NCc3ccco3)c3c(=O)n(C)c(=O)n(C)c3n2)cc1 | 45.9%[activator][0.594 µM]
Cn1ncc(N2CCC(NC(=O)Cc3cccc(F)c3)CC2)cc1=O | -0.9%
Cc1ccc(C(=O)N2CCCC3(CC(c4cccnc4)=NO3)C2)cc1 (stereo not drawn) | i
COc1cc(OC)c(NC(=O)CSc2nc3ccncc3[nH]2)cc1Cl | -23.9%
COc1ccc(-c2cc3c(=O)n(CCNC(=O)Cc4ccc(C)cc4)ccn3n2)cc1 | i
CC(=O)Nc1ccc(CN2CCn3c(nnc3-c3ccc(Cl)cc3)C2)cc1 | -12.7%
COc1cccc([S+](=O)([O-])N2CC(Oc3ccc(F)cc3F)C2)c1 | 18.5%
CCCS(=O)(=O)NC[C@H]1C[C@@H]2CCN1C[C@@H]2c1cc(C2CCCC2)nn1C | ?

Some of the entries so far, with each value named.
> CC(=O)NCCC(=O)N1CCC2(CC1)CN(C(=O)NC(C)C)CCO2
  Pf Dd2 inh: 9.0%
> CC(C)c1ccc(NC(=O)Cn2c(=O)n(Cc3nc(-c4ccccc4)no3)c(=O)c3cc4c(cc32)OCO4)cc1
  Pf Dd2 inh: -7.7%
> O=C(Cn1cccc1-c1nc(-c2ccccc2)no1)Nc1ccccc1F
  Pf Dd2 inh: 3.98µM*
> Cc1csc(NC(=O)c2nc(C(O)c3cccc(O)c3)oc2C)n1 (stereo not drawn)
  Pf Dd2 inh: ?

Bioassay records from PubChem.

The list is partial; the hit share may differ from the screen's.
